zfTRPN1 agonist – zebrafish TRPN1 (NompC) channel agonism | HEK293 zebrafish TRPN1-YFP, Fluo-8 calcium fluorescence; 100% = response to 87 µM carbachol | activation, % at 3 µM | 220,000 compounds, 0.18% hits | AID 1424;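 active = activation above its plate's cutoff, the mean activation of test wells on that plate plus 3 SD, cut at about 19% in these data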;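 also: 0% = DMSO alone and 100% = 87 µM carbachol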
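Control set: carbachol 87 µM as high control, DMSO as low control; system: HEK293 stable line with zebrafish TRPN1-YFP; read-out: % activation versus carbachol response; detection: intracellular calcium fluorescence with Fluo-8; doses: single test compound dose, 3 µM nominal, 0.3% DMSO; schedule: dye 1 h 37 °C plus 30 min RT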
Runt-SMMHC FRET – blocks binding of human RUNX1 Runt domain to CBFb-SMMHC; Cerulean-Runt/Venus-CBFb-SMMHC FRET ratio 530/480, 1 h; Q01196+Q13951; 220,000 compounds, 0.74% hits; AID 1434; inhibition, % at 20 µM;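 active = mean inhibition across duplicate retests at 20 µM reaching about 50%, limit read from the data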;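 also: 0% = DMSO wells and 100% = wells with excess untagged CBFb-SMMHC; inhibitors lower the FRET ratio by blocking Runt binding to CBFb-SMMHC; some results filed as inactive read as strong as hits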
MDM2 E3 inh – Mdm2 E3 ligase (human) inhibition | Q00987 | cell-based MDM2 ubiquitination luciferase reporter, 2 h; 0 = plate control, 100 = twice control, blank-subtracted | signal enhancement, % at 5 µM | 210,000 compounds, 0.11% hits | AID 1230;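 active = signal enhancement of 30% or more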;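 also: luminescence tracks abundance of the self-degrading MDM2-luciferase fusion protein; higher signal means inhibition of MDM2 E3 ligase activity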
Target sequence (Q00987 whole entry, looked up, the tested form may be a part): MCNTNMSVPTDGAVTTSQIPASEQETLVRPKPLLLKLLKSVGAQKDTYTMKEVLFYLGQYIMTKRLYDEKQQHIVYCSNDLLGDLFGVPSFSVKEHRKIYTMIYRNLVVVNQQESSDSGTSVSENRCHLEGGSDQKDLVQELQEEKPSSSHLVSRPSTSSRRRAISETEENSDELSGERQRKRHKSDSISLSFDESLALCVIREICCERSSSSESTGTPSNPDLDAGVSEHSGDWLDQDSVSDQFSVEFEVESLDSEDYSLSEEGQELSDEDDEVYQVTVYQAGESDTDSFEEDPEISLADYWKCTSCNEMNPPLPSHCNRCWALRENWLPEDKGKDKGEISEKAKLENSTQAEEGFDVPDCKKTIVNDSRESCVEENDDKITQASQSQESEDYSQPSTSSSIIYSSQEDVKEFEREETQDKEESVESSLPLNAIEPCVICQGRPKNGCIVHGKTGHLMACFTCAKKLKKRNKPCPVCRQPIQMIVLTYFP
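Assay system: stable mammalian line carrying autodegrading MDM2–luciferase fusion reporter; amount: 2000 cells seeded into each well; buffer or medium: DMEM; benchmarks: plate control and blank wells; signal: luciferase luminescence; timing: 2 h compound exposure at 37 °C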
CHOP inhibitor – inhibitors of CHOP induction in ER stress response | 220,000 compounds, 3.8% hits | AID 2732 | inhibition, % at 10 µM | CHO-K1 CHOP-promoter luciferase, tunicamycin-induced, 15-18 h;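 active = compounds that reduced the stress-induced luciferase reporter signal by more than about 70% of percent inhibition, limit read from the data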;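 also: 0% = tunicamycin plus vehicle and 100% = wells without tunicamycin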
p47phox inh – p47phox (human) inhibition | P14598 | p47phox/p22phox peptide binding, fluorescence polarization, 2 h | inhibition, % at 24.7 µM | 220,000 compounds, 0.53% hits | AID 1274;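 active = inhibition above about 30%, limit read from the data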;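 also: 0% = p47phox with labelled peptide and 100% = labelled peptide alone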
EBV gp42 inh – blocks Epstein-Barr virus glycoprotein 42 binding | Q1HVG2 | Fluorescence polarization binding assay, mP read-out | inhibition, % (tested at 21.74 µM) | 220,000 compounds, 0.42% hits | AID 1085; in the data active = inhibition above about 50%
Target sequence (Q1HVG2 whole entry, looked up): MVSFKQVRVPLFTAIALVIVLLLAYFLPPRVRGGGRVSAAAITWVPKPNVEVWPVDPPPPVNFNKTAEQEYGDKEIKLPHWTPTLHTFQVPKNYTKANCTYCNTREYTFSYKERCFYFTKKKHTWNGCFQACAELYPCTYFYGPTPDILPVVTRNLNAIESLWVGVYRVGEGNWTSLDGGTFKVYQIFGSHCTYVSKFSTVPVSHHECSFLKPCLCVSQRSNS
TRPML3 ag – activates the human TRPML3 channel | Q8TDD5 | HEK293 TRPML3-YFP, Fluo-8 calcium fluorescence; 100% = the carbachol control signal | activation, % at 3 µM | 220,000 compounds, 0.29% hits | AID 1448;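 active = activation above its plate's cutoff, the mean activation of the plate's test wells plus 3 SD, cut at about 12% in these data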;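 also: 0% = DMSO only wells and 100% = carbachol wells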
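Test system: HEK293 cells stably carrying human TRPML3-YFP; Doses: single dose, 3 µM final nominal compound, 0.3% DMSO final; Schedule: dye loading 1 h 37 °C then 30 min ambient, 125 s read; Technique: Fluo-8 calcium fluorescence; Benchmarks: high control carbachol 87 µM, low control DMSO.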
PPC-1+TRAIL kill – PPC-1 cancer cell killing with TRAIL present; 220,000 compounds, 0.41% hits; cell killing (% activity), % at 4 µM; AID 1443; PPC-1 cells + TRAIL, ATPLite viability luminescence;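 active = cell killing above 50% in the first pass at 4 µM, then a duplicate retest at 5 µM averaging 50% or more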;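 also: plate controls were cells with TRAIL plus DMSO for no effect and medium-only wells lacking cells for full effect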
TNF death inh – blocks TNF-alpha induced death of Jurkat FADD-/- cells | 220,000 compounds, 0.068% hits | Jurkat FADD-/- TNF necroptosis rescue, ATP luminescence, 24 h; 0 = TNF only, 100 = no-TNF cells | activation (protection from cell death), % at 10 µM;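 active = activation, meaning protection from cell death, of at least 50% relative to plate controls; inactive = activation below 50%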;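 also: necroptosis triggered by 40 ng/mL TNF-alpha added together with compound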
An asterisk follows results filed as active; / = not tested or not shown.

cpd	Structure	Runt-SMMHC FRET	EBV gp42 inh	CHOP inhibitor	zfTRPN1 agonist	PPC-1+TRAIL kill	TRPML3 ag	MDM2 E3 inh	TNF death inh	p47phox inh
1	CCc1nc2c3cnn(-c4cc(Cl)ccc4C)c3ncn2n1	-4.2	-13.4	43.7	0.3	1.6	0.9	-4.2	-3.5	-15.1
2	COc1ccc(-c2ccc(CCC(=O)O)o2)cc1	13.6	-18.7	0.9	0.9	4.2	1.3	-15.8	1.0	-12.8
3	O=C(CSc1ccccn1)N1CCN(c2ccc(Cl)cc2)CC1	8.6	-19.1	31.0	0.5	-18.0	0.7	-12.4	1.7	-11.0
4	CC(C)(C)SCCNC(=O)CN(c1ccc(F)c(Cl)c1)S(C)(=O)=O	-1.1	-14.6	-3.0	1.8	18.7	-0.3	-11.6	0.4	-21.1
5	c1ccc2c(c1)C(=NCC1CCCO1)NC2=NCC1CCCO1 (centres undefined)	0.6	-7.0	3.6	1.7	-3.5	-0.1	-16.9	-1.1	-9.3
6	CC1=NN(C(=O)Cc2ccc([N+](=O)[O-])cc2)C(O)(C(F)(F)C(F)(F)F)C1 (centres undefined)	-0.9	-3.7	15.5	1.8	19.9	0.8	1.6	2.8	-10.5
7	CCOC(=O)c1sc2nccc(N(C)C)c2c1N=CNOCc1c(F)cccc1Cl	1.3	3.0	-1.9	-1.5	-5.8	0.3	-12.6	2.0	5.5
8	O=C(C1=C[C@@H](C2CC2)C[C@@H](OCCCCO)O1)N1CCN(Cc2ccccc2)CC1	1.3	0.8	0.2	-0.1	5.1	0.3	/	0.5	/
9	O=C(O)C1CCCN1C(=O)Nc1ccccc1 (centres undefined)	-1.8	-32.9	0.9	-0.7	1.6	0.4	-17.0	-1.5	-6.8
10	CCOC1(OCC)C(c2ccc(N)cc2)C(C#N)(C#N)C1(OCC)OCC (centres undefined)	7.0	-17.1	87.6*	-0.5	-23.7	1.1	-27.6	-1.8	-7.4
11	CC(C)(C)NC(=O)COC(=O)c1ccc(S(=O)(=O)N2CCCCCC2)cc1	-2.9	-23.0	12.6	1.4	-9.6	0.2	/	0.9	-11.4
12	Cc1nnc(NC(=O)CSc2nnc(NC(=O)C(C)(C)C)s2)s1	-0.7	-19.8	-6.4	0.4	0.1	1.5	-6.6	1.0	-2.6
13	COC(=O)CCC(NC(=O)c1cc(C)oc1C)C(=O)OC (centres undefined)	-1.1	-6.4	16.9	0.9	7.0	0.9	4.1	-2.0	-20.1
14	c1csc(-n2nc3ccccc3n2)c1	-1.2	-17.6	-0.9	-0.3	7.7	0.0	-6.6	-1.5	-1.1
15	Cn1c(SCC(=O)N2CCN(c3ccccc3)CC2)nnc1-c1c[nH]c2ccccc12	2.8	-30.2	15.6	5.6	-2.6	1.2	-16.4	-8.5	-13.0
16	Cc1nn(C2CCS(=O)(=O)C2)c(Cl)c1/C=C/C(=O)OCC(=O)N(C)C (centres undefined)	-5.5	-1.4	16.5	1.8	21.7	-0.1	-17.8	-0.1	-0.4
17	CN(C)S(=O)(=O)c1cccc(NC(=O)CCNC(=O)c2ccccc2Cl)c1	4.5	-9.9	1.9	0.7	25.9	0.1	-21.7	-0.7	-11.8
18	CC1Cc2ccccc2N1C(=O)Cc1cccs1 (centres undefined)	-2.4	-3.1	70.6*	-1.8	18.7	-0.6	0.3	28.3	-11.0
19	O=C(CSc1ccc2nnc(-c3ccccn3)n2n1)NCc1ccc2c(c1)OCO2	-1.4	4.8	-30.2	0.9	1.7	0.2	-10.3	-0.3	-15.2
20	O=C(CSc1nnc2ccccn12)NNC(=O)c1ccc(F)cc1	1.0	-6.4	16.8	-0.2	7.0	0.2	-5.4	-0.2	3.7
21	Cc1csc(N2CCc3ccccc32)n1	-0.4	-8.0	11.0	-1.3	4.6	-0.3	13.6	-2.2	-5.4
22	COc1ccc(S(=O)(=O)CCc2nnc(NC(=O)c3cccs3)s2)cc1	-2.7	-21.8	-10.7	0.7	-0.8	0.4	-14.8	-3.1	-6.3
23	CCOC(=O)c1cc(OC(=O)c2ccccc2Br)n(-c2ccccc2)n1	-5.0	1.9	28.4	1.3	23.1	1.2	-11.7	0.9	8.9
24	CC(C)c1cc(CN2CCN(C3CCCC3)C(CCO)C2)[nH]n1 (centres undefined)	-5.8	-1.3	-1.4	0.6	2.2	0.7	0.3	1.1	1.7
25	CC(=O)c1cc(-c2ccc(F)cc2)n(CCC(=O)NC(C)(C)C)c1C	-2.7	-15.5	-2.0	-1.9	6.1	-1.5	-5.5	0.2	-10.5
26	CC(C)Nc1ncnc2c1cnn2-c1ccc(Cl)cc1	-5.0	-5.9	74.7*	3.5	36.7	0.1	-39.6	-0.2	2.7
27	O=C(Nc1ccccn1)c1csc2c1CCCC2	-0.7	-4.4	-27.8	-1.0	25.4	1.6	-4.8	0.5	7.2
28	OCCC1CN(Cc2nc(-c3ccccc3)cs2)CCN1Cc1ccc(F)cc1 (centres undefined)	-0.6	-0.5	20.1	5.6	8.8	3.5	-8.0	1.9	-2.5
29	COc1ccc(/C=C/C(=O)OC2CCCN(C)C2)cc1 (centres undefined)	1.3	-4.4	9.8	-1.1	0.3	1.2	-95.6	1.3	-13.2
30	O=C(/C(Br)=C/Nc1cc(Cl)ccc1Cl)C(F)(F)F	5.6	-11.1	-2.1	1.8	13.8	-0.3	7.1	0.6	-4.1
31	O=C(CCNC(=O)c1ccc(Br)o1)NCc1ccccn1	-0.4	-20.2	21.0	-0.1	/	0.4	-19.2	1.1	-1.0
32	COc1cccc(NC(=O)CSc2nc3ccccc3c(=O)n2CCCC(=O)NCCCN2CCOCC2)c1	-0.3	-2.4	-5.6	1.0	-9.4	0.9	-25.3	2.7	-3.5
33	CCCc1n[nH]c2c1/C(=N/O)CC(c1ccccc1)C2 (centres undefined)	-1.6	-5.6	8.2	-0.9	19.2	-0.3	-0.1	-3.6	-9.0
34	O=C(/C=C/c1ccc(S(=O)(=O)N2CCOCC2)cc1)NCc1ccccc1Cl	-4.4	-19.7	-23.1	4.2	-6.1	1.0	5.7	3.9	-3.3
35	CCCCCSc1nc(C)c(CC(=O)O)c(=O)[nH]1	-0.6	-14.6	-16.4	1.5	4.3	0.8	-10.7	2.3	-6.4
36	c1cnc2c(OCc3nc4ccccc4[nH]3)cccc2c1	-3.6	3.2	-6.4	-0.1	29.4	0.2	-47.1	1.6	5.5
37	O=C(NCCc1ccccc1)c1nc2c(nnn2Cc2ccccc2Cl)c(=O)[nH]1	-7.0	-28.2	19.9	-1.4	-13.3	-0.6	-0.3	-4.1	-11.6
38	CCNC(=O)NC(=O)CSc1cccc(C(F)(F)F)c1	-2.1	6.2	40.3	-0.5	7.1	-0.2	-12.6	4.0	-11.3
39	COc1ccc2cc3cc(C(=O)NCc4cccnc4)oc3nc2c1	1.2	-2.2	-12.0	0.7	14.8	1.1	-13.8	-2.6	7.5
40	CCCc1cc(=O)[nH]c(Nc2ccc(OC)c(Cl)c2)n1	3.4	-9.7	77.5*	-0.7	24.4	-0.4	-16.4	-0.2	-4.9
41	COc1ccc(/C=N/NC(=O)c2ccco2)cc1OCc1ccccc1	-5.5	-16.3	2.8	1.6	2.4	0.5	-7.1	1.3	-5.6
42	O=C(c1cc2c(s1)CCCC2)N1CCN(c2ccccc2)CC1	-0.7	9.1	-15.6	0.9	7.8	0.8	0.3	-0.7	-12.1
43	CC(C)CNC(=O)c1cc(-c2ccc(Cl)c(Cl)c2)on1	0.0	2.1	-2.3	0.9	22.3	0.1	-15.7	-1.1	-10.8
44	COc1cc2c(cc1OC)-c1nnc(-c3ccco3)n1C1(CCCC1)C2	3.1	-0.4	27.5	0.2	33.9	-0.1	7.3	1.1	12.6
45	Cc1ccccc1Cn1cc(NC(=O)c2cc(-c3ccco3)on2)cn1	-7.9	-1.6	42.0	0.1	2.5	0.1	-3.4	-0.8	-4.9
46	COc1ccc(/C=N/NC(=O)c2ccc(C)cc2)cc1CN1CCN(c2ccc(F)cc2)CC1	2.7	-5.0	-9.9	-0.7	12.8	0.2	-21.7	-1.0	3.0
47	O=C1CCCN1CN1CCCCC1	-4.3	-15.7	8.1	0.6	7.9	0.9	-15.7	0.9	5.2
48	CC(C)C(=O)Nc1c2c(nc3c1CCC3)CCCC2	3.1	-12.7	23.9	1.6	1.4	0.5	-5.9	-3.1	3.9
49	S=C(NCCc1ccccc1)Nc1ccccc1	-2.0	-17.5	-23.1	-0.6	13.2	-0.9	-2.8	-4.4	-14.7
50	O=C(O)c1cc(C2CC2)nc2ccccc12	-2.2	-17.1	-1.3	1.9	-5.4	0.7	/	0.2	7.3
51	COc1cccc(C(=O)OCC(=O)c2c[nH]c3ccccc23)c1O	0.5	-13.1	-10.6	-1.2	-16.2	0.4	-16.6	-0.3	-11.1
52	COc1ccc(C)cc1S(=O)(=O)N(CC(N)=O)Cc1ccccc1	-0.8	-16.1	26.2	0.3	1.4	-0.5	0.1	-1.7	-5.6
53	O=c1cc(CN2CCN(S(=O)(=O)c3ccc4c(c3)OCCO4)CC2)c2ccc(O)cc2o1	102.5*	-6.8	51.4	-0.1	0.9	0.7	-11.8	-3.4	-2.2
54	CC(=O)Nc1ccc(S(=O)(=O)N=S(C)(C)=O)cc1	4.3	-7.8	-8.4	0.0	13.2	0.8	1.1	1.3	-1.4
